Assay outcomes deposited in PubChem BioAssay by National Center for Advancing Translational Sciences (NCATS).
D2 ag: agonists of human D2 dopamine receptor; HEK293 T-REx D2 cells, calcium flux agonist mode; activation, % at 2 µM; P14416; 340,000 compounds, 0.53% hits; AID 485358;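 active means activation over 3 SD above normal in the single-dose calcium agonist read, cut at about 30% in these data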; further: 0% is about no effect
Target sequence (P14416 whole entry, looked up): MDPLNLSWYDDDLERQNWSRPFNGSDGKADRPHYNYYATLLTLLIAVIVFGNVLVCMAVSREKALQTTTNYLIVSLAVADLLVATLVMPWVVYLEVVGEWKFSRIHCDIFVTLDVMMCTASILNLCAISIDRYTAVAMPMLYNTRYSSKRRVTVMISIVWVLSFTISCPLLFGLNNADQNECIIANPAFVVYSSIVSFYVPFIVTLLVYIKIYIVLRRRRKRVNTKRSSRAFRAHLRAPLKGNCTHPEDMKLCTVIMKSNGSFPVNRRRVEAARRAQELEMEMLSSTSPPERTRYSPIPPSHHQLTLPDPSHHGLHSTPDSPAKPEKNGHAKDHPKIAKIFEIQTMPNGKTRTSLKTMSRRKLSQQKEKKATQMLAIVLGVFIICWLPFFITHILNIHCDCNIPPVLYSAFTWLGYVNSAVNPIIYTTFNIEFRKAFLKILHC
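Agonism scored from kinetic calcium signal (1 read/sec, 180 s) following compound pin transfer, after a 10 s baseline. Cells: HEK293 Trex line expressing inducible D2 receptor coupled to calcium, dye-loaded after overnight culture at 30 C.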
D1 agonist: activates the human D1 dopamine receptor. HEK293 T-REx D1 cells, calcium flux, agonist mode. activation, % at 2 µM. 360,000 compounds, 1% hits. AID 504660. P21728; further: 0% is about no effect
Target sequence (P21728 whole entry, looked up): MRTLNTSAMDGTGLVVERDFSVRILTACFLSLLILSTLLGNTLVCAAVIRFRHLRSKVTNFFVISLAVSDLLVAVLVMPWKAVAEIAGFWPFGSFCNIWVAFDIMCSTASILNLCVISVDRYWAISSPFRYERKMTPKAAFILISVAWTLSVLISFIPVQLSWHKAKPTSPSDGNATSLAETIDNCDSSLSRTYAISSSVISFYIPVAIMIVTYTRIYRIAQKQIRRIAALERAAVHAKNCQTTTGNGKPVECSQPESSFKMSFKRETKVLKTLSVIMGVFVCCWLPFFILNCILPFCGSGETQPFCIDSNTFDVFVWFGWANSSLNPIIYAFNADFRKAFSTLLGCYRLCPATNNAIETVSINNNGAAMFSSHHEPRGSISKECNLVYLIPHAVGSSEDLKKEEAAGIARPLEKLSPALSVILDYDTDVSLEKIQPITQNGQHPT
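Tetracycline-induced HEK293 TREx D1 cells, force-coupled to calcium signalling, were dye-loaded with a no-wash calcium kit. Compound was pin-added after a 10 s baseline. Fluorescence was read kinetically at 1 cycle/s for 180 s, with calcium rises flagged as agonism.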
D2 PAM: D2 dopamine receptor (human) potentiation; P14416; HEK293 T-REx D2, calcium flux, EC20 dopamine potentiation; potentiation, % at 10 µM; 340,000 compounds, 0.34% hits; AID 485347;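 active means potentiation over 3 SD above the plate norm, cut at about 30% in these data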; further: 0% is about no effect
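Tetracycline-induced Hek293 Trex D2 cells, force-coupled to calcium, loaded with no-wash calcium dye. Compound added with 180 s kinetic read for agonism, then EC20 dopamine and a further 180 s read for potentiation.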
RXFP1 antagonist: blocks the human relaxin receptor RXFP1; Q9HBX9; HEK293-RXFP1, relaxin-stimulated cAMP HTRF, 30 min; hits give low values; activity change, negative = inhibition, % at 57.5 µM; 350,000 compounds, 0.59% hits;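 active means activity change of -60% or lower, but not beyond a set lower limit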; further: on the % scale 0 is the no-effect control and ±100 the full control effect
D1 potentiator: human D1 dopamine receptor positive modulation | 360,000 compounds, 0.036% hits | potentiation, % at 10 µM | HEK293 TREx D1 cells, calcium flux, dopamine EC20 potentiation | P21728 | AID 504651; in the data active means potentiation above about 30%; further: 0% is about no effect
D2 antagonist: D2 dopamine receptor (human) antagonism. P14416. inhibition, % at 10 µM. 340,000 compounds, 2% hits. AID 485344. HEK293 TREx D2 cells, calcium flux, dopamine EC80; in the data active means inhibition above about 30%; further: 0% is about no effect
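Cells plated overnight at 30 C with tetracycline; no-wash calcium dye, 30–90 min RT; 10 s baseline; compound pinned; 180 s read; EC80 dopamine added; another 180 s read.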
TRHR enhancer: allosteric enhancers of human TRH receptor. P34981. TRHR cells, fluo-8 calcium fluorescence, EC20 TRH enhancement. enhancement, % at 2 µM. 360,000 compounds, 0.66% hits. AID 493056; in the data active means enhancement above about 30%; further: 0% is about no effect
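Enhancer read-out: after compound pinning and an initial kinetic agonist-mode read, an EC20 of TRH (10 nM final) was injected and fluo-8 calcium signal (Ex 480/Em 530) followed at 1 s/cycle for 100 cycles in TRHR-expressing cells.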
D1 antag: human D1 dopamine receptor antagonism | activity change, negative = inhibition, % at 10 µM | 360,000 compounds, 3.2% hits | P21728 | HEK293 TREx D1 cells, calcium flux, dopamine EC80; hits give low values; in the data active means activity change below about -30%; further: on the % scale 0 is the no-effect control and ±100 the full control effect
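Allosteric or orthosteric antagonism assessed as attenuation of the calcium response to EC80 dopamine, added 180 s after compound, in induced HEK293 Trex D1 cells loaded with no-wash calcium dye.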
TRHR ag: activates the human TRH receptor; activation, % at 2 µM; TRHR cells, calcium flux fluo-8, FDSS agonist mode; P34981; AID 493084; 360,000 compounds, 0.18% hits; further: 0% is about no effect
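Agonist-mode FDSS calcium read (Ex 480/Em 530, 1 s cycles) in 1536-well TRHR cells with fluo-8 dye, after 10-cycle baseline and 23 nL compound addition; TRH at EC20 (10 nM final) added afterwards for the enhancer phase.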
An asterisk follows results filed as active; / = not tested or not shown. Unless noted, no stated cut-off is given here; in the data, active means activation above about 30%; inactive means the rest. Outcome played no part in choosing rows; any-hit rate near 7.1%.

SMILES	D2 ag	D1 agonist	D2 PAM	RXFP1 antagonist	D1 potentiator	D2 antagonist	TRHR enhancer	D1 antag	TRHR ag
COc1ccc(N2CCN(C(=O)Cn3cnc4c(cnn4-c4ccc(C)cc4)c3=O)CC2)cc1	1.5	1	0	-14	4	-8	-7	5	0.1
COc1ccc(-c2cc(-c3n[nH]c(=S)n3-c3ccccc3Cl)[nH]n2)cc1	3.2	2	-10	-4	3	26	5	4	-0.7
COc1cc(NS(=O)(=O)c2ccc(NC(=S)Nc3ccccc3)cc2)nc(OC)n1	-0.4	2	12	2	4	8	7	14	0.9
O=C(NC1CCCCCCC1)c1cccs1	0.5	10	-19	-13	-11	-8	-2	10	0.2
CCCS(=O)(=O)N1CCN(C(=O)c2cc(OC)cc(OC)c2)CC1	-0.1	2	-11	-20	4	-6	-1	-4	0.0
CC1(C)Cc2ccccc2/C(=C/C(=O)c2ccccc2)N1	-0.5	6	-5	-17	1	16	-12	13	-2.1
CCCCNC(=O)C1CCCN(Cc2nc(-c3ccc(Cl)cc3)oc2C)C1 (configuration not stated)	-0.6	7	-25	/	-4	/	-5	-30*	0.0
CCN1CCN(c2ccc(S(=O)(=O)N3CCCCC3)cc2NC(=O)c2ccc(F)cc2)CC1	0.7	2	2	4	-1	-4	6	40	0.4
CC(OC(=O)c1ccc2ncsc2c1)C(=O)N1CCCC1 (configuration not stated)	0.6	1	29	/	0	-19	-5	-4	0.0
Nc1nc2ccc(-c3nc4ccccc4o3)cc2s1	-0.4	-1	-10	-1	-6	16	-10	-25	-0.1
CN(CC(=O)NCc1ccccc1)S(=O)(=O)c1cnc[nH]1	0.2	1	-5	14	-3	-1	0	2	0.5
COC(=O)CNc1cc(S(=O)(=O)N2CCCCC2)ccc1Oc1ccc(C(=O)OC)cc1	0.7	15	2	-14	/	12	11	-10	0.4
COc1ccc(N2C(=NC(=O)C(C)Oc3ccccc3)SC3CS(=O)(=O)CC32)cc1 (configuration not stated)	1.4	4	-1	22	-2	-3	-5	-11	0.1
Cc1cc(C)c2c(CC(=O)Nc3ccccc3C(F)(F)F)coc2c1	-0.6	-1	-25	-3	-1	/	-10	10	0.1
O=C(c1ccc(S(=O)(=O)N2CCc3ccccc3C2)cc1)N1CCCCC1	-0.4	10	2	-1	4	4	-4	-8	-0.7
COCCNC(=O)c1ccc(S(=O)(=O)N2CCCc3ccccc32)cc1	6.6	2	/	-1	-8	-14	5	18	0.0
COc1ccc(CN2CCN(S(=O)(=O)c3ccc(F)cc3)CC2)cc1OC	-0.4	4	5	1	-7	-10	-10	-24	1.0
O=S(=O)(c1ccc(F)cc1)N1CCCc2ccccc21	1.2	1	10	/	-19	-8	1	-23	-1.1
CN(CC(=O)N1CCN(c2cccc(Cl)c2)CC1)S(=O)(=O)c1cccs1	1.4	9	1	-1	-5	-4	-4	1	-0.2
CC(C)(C)c1ccc(OCC(=O)N(c2ccccn2)C2CCCCC2)cc1	4.9	4	1	-8	-5	6	-2	-2	0.8

3 entries drawn at random from the list so far:
SMILES	D2 ag	D1 agonist	D2 PAM	RXFP1 antagonist	D1 potentiator	D2 antagonist	TRHR enhancer	D1 antag	TRHR ag
COc1ccc(N2C(=NC(=O)C(C)Oc3ccccc3)SC3CS(=O)(=O)CC32)cc1 (configuration not stated)	1.4	4	-1	22	-2	-3	-5	-11	0.1
COCCNC(=O)c1ccc(S(=O)(=O)N2CCCc3ccccc32)cc1	6.6	2	/	-1	-8	-14	5	18	0.0
Cc1cc(C)c2c(CC(=O)Nc3ccccc3C(F)(F)F)coc2c1	-0.6	-1	-25	-3	-1	/	-10	10	0.1

The listing picks up, repeating the 2 entries before the break.
SMILES	D2 ag	D1 agonist	D2 PAM	RXFP1 antagonist	D1 potentiator	D2 antagonist	TRHR enhancer	D1 antag	TRHR ag
CN(CC(=O)N1CCN(c2cccc(Cl)c2)CC1)S(=O)(=O)c1cccs1	1.4	9	1	-1	-5	-4	-4	1	-0.2
CC(C)(C)c1ccc(OCC(=O)N(c2ccccn2)C2CCCCC2)cc1	4.9	4	1	-8	-5	6	-2	-2	0.8
CC(C(=O)NCc1cccs1)n1cccc1 (configuration not stated)	-0.9	3	1	-4	-2	-4	3	5	-0.3
COc1ccc(C(=O)NCC2(c3ccccc3)CCCC2)c(OC)c1	-1.0	6	3	-5	4	10	-8	3	0.5
COc1ccc(/C=N/Nc2nonc2N)c(OC)c1	2.9	-1	11	-4	-4	13	20	-7	-0.1
CCOc1ccc(=O)n(-c2ccccc2)n1	-0.1	0	4	3	-1	-9	-3	10	-0.2
COc1cc(C(=O)Nc2nonc2-c2ccc(Cl)cc2)cc(OC)c1OC	13	30*	-11	-8	3	/	2	14	7.8
O=c1cc(CSc2n[nH]c(-c3ccccc3)n2)[nH]c2ccccc12	0.0	-1	4	-15	-1	/	8	-20	0.1
NC(=S)Nc1cccc2[nH]ccc12	/	8	15	-10	-1	-10	2	10	0.0
CC1CCCN(CCCNC(=O)C2CCCN(c3ncnc4c3nc3n4CCCCC3)C2)C1 (configuration not stated)	-0.3	1	-2	2	-10	-3	-4	-14	-0.4
COc1ccccc1NC(=O)CCC(=O)OCc1ccc(Cl)cc1	1.2	7	4	-2	2	-5	-6	-26	-0.4
O=C(O)c1cc(N/N=C/c2ccc(N3CCOCC3)cc2)ccc1Cl	0.3	2	-8	-10	1	-4	2	-16	0.3
Cc1ccc(S(=O)(=O)NCc2c(-c3ccccc3)noc2C)cc1	/	1	/	7	-2	/	-6	-12	0.4
FC(F)(F)c1cccc(NC(=S)NNC(=S)NCc2ccccc2)c1	-2.4	4	1	38	-8	-3	-3	-13	-0.6
Cc1cc(C)n(CC(=O)Nc2ccc([N+](=O)[O-])cc2)n1	-1.6	0	2	-1	-5	9	-2	12	0.5
Cc1noc(C)c1CSCC(=O)N(C)CC(=O)Nc1ccc(Cl)c(Cl)c1	0.3	13	-11	7	-5	-8	-3	-9	0.2
COc1ccc(-n2c(C)c(C)c3c(NCCN(C)C)ncnc32)cc1	-3.5	7	7	3	-3	-5	3	5	-0.4
O=C(Nc1ccc(N2CCCC2)cc1)c1cc([N+](=O)[O-])ccc1N1CCOCC1	0.8	-1	1	1	-5	-12	-1	-6	-0.4
CS(=O)(=O)N(CCc1ccccc1)CC(=O)NCc1ccc(Cl)cc1	0.7	2	8	-15	-1	19	-9	1	-0.2
COc1ccccc1C(=O)NCc1ccc2c(c1)CCN2C(=O)c1ccncc1	0.6	2	3	-15	-3	/	0	9	-0.3
OCCC1CN(Cc2nc(-c3ccccc3)cs2)CCN1Cc1ccc(F)cc1 (configuration not stated)	0.9	7	-15	-13	-2	-5	-8	-25	0.4
COc1ccccc1N1CCN(C(=O)c2cc(=O)c3cc(C)ccc3o2)CC1	-0.1	4	2	-4	-3	8	5	-5	-0.7

Complete entries as entered above. Order of values: D2 ag | D1 agonist | D2 PAM | RXFP1 antagonist | D1 potentiator | D2 antagonist | TRHR enhancer | D1 antag | TRHR ag
Record of O=C(NC1CCCCCCC1)c1cccs1 = 0.5 | 10 | -19 | -13 | -11 | -8 | -2 | 10 | 0.2
Record of O=C(c1ccc(S(=O)(=O)N2CCc3ccccc3C2)cc1)N1CCCCC1 = -0.4 | 10 | 2 | -1 | 4 | 4 | -4 | -8 | -0.7
Record of COc1ccc(/C=N/Nc2nonc2N)c(OC)c1 = 2.9 | -1 | 11 | -4 | -4 | 13 | 20 | -7 | -0.1
Record of OCCC1CN(Cc2nc(-c3ccccc3)cs2)CCN1Cc1ccc(F)cc1 (configuration not stated) = 0.9 | 7 | -15 | -13 | -2 | -5 | -8 | -25 | 0.4

(list continues)
SMILES	D2 ag	D1 agonist	D2 PAM	RXFP1 antagonist	D1 potentiator	D2 antagonist	TRHR enhancer	D1 antag	TRHR ag
Cc1nn(C(=O)CCC(=O)NCc2ccccc2Cl)c2ccccc12	-0.2	0	1	25	-6	9	0	0	0.0
COc1ccc(CC(=O)Nc2ccc(N3CCOCC3)cc2)cc1S(=O)(=O)N1CCOCC1	0.6	1	16	6	-2	30	3	-11	1.0
COc1cc2nc(Cl)nc(N3CCOCC3)c2cc1OC	1.7	0	/	1	-1	1	14	24	0.8
O=c1c(Cc2ccc(F)cc2)c(O)ccn1C1CC1	0.7	4	-2	4	-8	-30	-1	-8	-0.7
O=C(Nc1nc2ccccc2[nH]1)c1ccccc1[N+](=O)[O-]	-0.4	2	1	-6	5	2	1	11	-1.2
CC1=C(C#N)c2nc(N)c(C#N)c(C)c2/C1=C\c1ccc(OCC(=O)O)c(Cl)c1	/	6	/	-9	5	/	-8	-7	4.0
CONc1nc(NC(C)(C)C)nc(OCC#N)n1	-1.3	1	7	7	11	1	3	5	0.6
COC(=O)c1ccc(N(CC(=O)NC2CCCC2)C(=O)CNC(=O)c2cccs2)cc1	0.5	1	/	11	30*	17	4	21	0.3
COc1ccc(NC(=O)COC(=O)c2cc(C)oc2C)cc1OC	0.1	1	-1	5	-1	6	9	5	1.1
O=C(Nc1ccccc1N1CCCC1)C1CCCO1 (configuration not stated)	0.2	1	21	-1	-7	6	-7	-6	-0.2

Reprinted from the part before: 4 compounds, then new ones.
SMILES	D2 ag	D1 agonist	D2 PAM	RXFP1 antagonist	D1 potentiator	D2 antagonist	TRHR enhancer	D1 antag	TRHR ag
CONc1nc(NC(C)(C)C)nc(OCC#N)n1	-1.3	1	7	7	11	1	3	5	0.6
COC(=O)c1ccc(N(CC(=O)NC2CCCC2)C(=O)CNC(=O)c2cccs2)cc1	0.5	1	/	11	30*	17	4	21	0.3
COc1ccc(NC(=O)COC(=O)c2cc(C)oc2C)cc1OC	0.1	1	-1	5	-1	6	9	5	1.1
O=C(Nc1ccccc1N1CCCC1)C1CCCO1 (configuration not stated)	0.2	1	21	-1	-7	6	-7	-6	-0.2
O=C(O)c1cccc(S(=O)(=O)NCCc2ccccc2)c1	-0.2	-1	0	-12	-4	6	-5	-6	0.2
Cc1ccc(S(=O)(=O)N2CCN(C(=O)c3ccccc3Cc3ccccc3)CC2)c(C)c1	0.4	4	-2	6	2	9	-12	4	0.4
COc1ccc(Cl)cc1S(=O)(=O)N1CCN(S(=O)(=O)c2ccc3c(c2)OCCO3)CC1	/	3	/	/	5	/	5	-8	-0.3
FC(F)(F)c1cnc(C(c2ccccc2)c2ncn[nH]2)c(Cl)c1 (configuration not stated)	0.8	1	10	15	2	-14	1	5	0.5
N=c1c2c(n(Cc3cccc(Cl)c3)c3c1CCC3)CCCC2	-0.7	-2	4	16	-12	-8	2	14	-0.4
N#Cc1ccccc1OCC(=O)Nc1ccc2c(c1)OCCCO2	-0.9	7	-7	2	-8	-7	-7	-11	-0.7
Cc1ccc(OC(C)C(=O)Nc2ccc3c(c2)n(C)c(=O)n3C)cc1C (configuration not stated)	0.9	2	1	2	-3	1	5	8	-0.8
O=C(Nc1ccccc1)N(CCCN1CCOCC1)Cc1cccs1	-0.3	3	-14	/	0	3	-3	-2	0.9
